Assay outcomes deposited in PubChem BioAssay by National Center for Advancing Translational Sciences (NCATS).
Akt phos inh = inhibitors of Akt phosphorylation; Neuro2A IGF-stimulated pAkt S473 HTRF, 20 min; active compounds read low; activity change, % for hits at 50 µM; hit rate 0.32% among 360,000; AID 651550; in the data active means activity change below about -80%; inconclusive means mostly about -51% to -80%; further: on the % scale 0 is the no-effect control and ±100 the full control effect
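Neuro2A cells (4,500/well, DMEM with 0.5% FBS) were treated with compound at a single 50 µM final concentration, stimulated with 6 nM IGF for 20 min at 37 °C, and lysed. Phospho-Akt Ser473 was read by HTRF as 665/615 ratio ×10^4.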
GLP1R inv ag = acts as inverse agonist at human GLP-1 receptor; P43220; HEK293 GLP-1R CRE-luciferase, luminescence, 24 h; GLP-1R form is constitutively active; Potency, µM (highest dose often 38.3 µM), inactives show at the top dose activity change, negative = inhibition, most hits filed as inhibitors; hit rate 1.6% among 410,000; AID 624417; further: potency means the concentration at half of the fitted maximal effect; on the % scale 0 is the no-effect control and ±100 the full control effect; nearly all actives have a fitted effect of over 55% in size
Target sequence (P43220 whole entry, looked up): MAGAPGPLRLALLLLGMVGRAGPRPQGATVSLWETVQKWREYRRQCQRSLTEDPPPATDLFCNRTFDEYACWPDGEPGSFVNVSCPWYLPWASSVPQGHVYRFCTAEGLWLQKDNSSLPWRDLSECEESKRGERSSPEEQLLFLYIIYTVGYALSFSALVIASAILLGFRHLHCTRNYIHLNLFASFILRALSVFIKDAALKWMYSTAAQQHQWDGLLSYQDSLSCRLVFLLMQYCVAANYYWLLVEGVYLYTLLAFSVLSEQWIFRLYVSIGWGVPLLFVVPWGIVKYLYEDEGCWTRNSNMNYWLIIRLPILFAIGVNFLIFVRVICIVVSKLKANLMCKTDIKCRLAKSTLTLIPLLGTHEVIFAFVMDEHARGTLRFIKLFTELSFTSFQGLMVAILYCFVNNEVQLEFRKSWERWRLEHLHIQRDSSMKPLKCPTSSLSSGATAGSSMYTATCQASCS
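Inverse agonists were sought by their lowering of basal cAMP reporter luciferase output in HEK293 cells stably carrying constitutively active human GLP-1R, after 24 h compound treatment.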
GLP-1R agonist = agonists of human GLP-1 receptor; P43220; HEK293 GLP-1R CRE-luciferase, luminescence, 4-6 h; cells express a hypersensitive GLP-1R form; Potency, µM (highest dose often 45.6 µM), inactives show at the highest dose activation, most hits filed as activators; hit rate 0.007% among 380,000; AID 624172; further: potency means the concentration at half of the fitted maximal effect; % of control where 0% means no effect
aSyn yeast inh = alpha-synuclein toxicity inhibition in yeast; hit rate 0.14% among 370,000; Yeast expressing alpha-synuclein, growth rescue, BacTiter-Glo, 24 h; AID 652106; Potency, µM (top dose mostly 46.1 µM), for inactives: at the top dose growth rescue (activation), hits mostly activators; further: potency means the concentration at half of the fitted maximal effect; % of control where 0% means no effect; nearly all actives have a fitted effect of over 65% in size
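Readout is rescue of growth in alpha-synuclein-expressing yeast, so inhibitors of toxicity appear as activators. Growth after 24 hr at 30 deg C in galactose medium is quantified by luminescence.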
DRD3 antagonist = blocks the human D3 dopamine receptor | P35462 | D3R cells, DiscoveRx beta-arrestin luminescence, antagonist mode; active compounds read low | max response, negative = inhibition, % | hit rate 2.5% among 360,000 | AID 652054; in the data active means max response below about -50%; inconclusive means no clear call, values can overlap the other calls; further: on the % scale 0 is the no-effect control and ±100 the full control effect; mostly tested at two doses, the higher about 12 µM
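Cells expressing the human receptor were seeded at 1500 cells/well, incubated overnight at 37 degrees C in 5% CO2, then exposed to library compounds with dopamine controls for 90 minutes at 37 degrees C before luminescent detection.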
PTHR1 ag = agonists of human PTHR1 parathyroid hormone receptor; Q03431; HEK293 GP2 PTHR1 cells, GloSensor cAMP luminescence, 1 h; Potency, µM (highest dose often 115 µM), without a hit: top-dose activation, hits mostly activators; hit rate 0.075% among 410,000; AID 743266; further: potency means the concentration at half of the fitted maximal effect; nearly all actives have a fitted effect of over 55% in size; some results filed as inactive show a strong effect at the top dose; inactives centre near -15; many of its hits are not listed in these tables
Target sequence (Q03431 whole entry, looked up): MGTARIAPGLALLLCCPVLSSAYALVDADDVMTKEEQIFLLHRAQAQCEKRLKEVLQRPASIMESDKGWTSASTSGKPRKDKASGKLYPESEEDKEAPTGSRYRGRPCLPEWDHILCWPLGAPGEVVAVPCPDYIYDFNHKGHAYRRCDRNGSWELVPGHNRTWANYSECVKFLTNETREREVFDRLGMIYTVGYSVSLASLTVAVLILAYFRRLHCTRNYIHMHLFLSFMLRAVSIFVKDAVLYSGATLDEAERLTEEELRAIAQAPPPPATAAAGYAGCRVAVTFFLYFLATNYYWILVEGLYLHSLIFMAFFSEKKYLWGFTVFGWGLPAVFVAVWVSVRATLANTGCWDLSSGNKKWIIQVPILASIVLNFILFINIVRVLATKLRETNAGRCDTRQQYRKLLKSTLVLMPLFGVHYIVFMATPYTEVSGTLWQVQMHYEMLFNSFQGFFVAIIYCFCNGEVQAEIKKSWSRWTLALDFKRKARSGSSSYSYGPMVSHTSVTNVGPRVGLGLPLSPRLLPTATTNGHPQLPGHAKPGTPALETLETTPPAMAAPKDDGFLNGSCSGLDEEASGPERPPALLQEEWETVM
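HEK-293-derived GP2 cells expressing PTHR1 and a GloSensor cAMP reporter, 3,000/well, plated overnight, given luciferin plus IBMX (each 0.5 mM as added) for 1 h at 37 °C, then compound for 1 h at 37 °C. Luminescence was read after 15 min at room temperature.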
Abeta rescue = compounds reversing amyloid beta toxicity in yeast | yeast expressing A-beta42, growth rescue, OD600, 48 h; response scale: 0% DMSO, 100% iron-clioquinol control | Potency, µM (highest dose often 46.1 µM), inactives show top-dose growth rescue, hits mostly activators | hit rate 0.063% among 410,000; further: potency means the concentration at half of the fitted maximal effect; nearly all actives have a fitted effect of over 55% in size
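Yeast growth medium received pinned compounds, then yeast cells expressing toxic A-beta were added; plates incubated at 30 C for 48 hr. Growth read as absorbance at 600 nm, normalized to DMSO and equimolar FeCl3 plus clioquinol controls.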
TDP-43 yeast inh = rescues yeast growth from TDP-43 toxicity. TDP-43 expressing yeast growth rescue, BacTiter-Glo, 24 h. Potency, µM (highest dose often 46.1 µM), for inactives: top-dose growth rescue (activation), most hits filed as activators. hit rate 1.8% among 410,000. AID 652104; further: potency means the concentration at half of the fitted maximal effect; % of control where 0% means no effect; nearly all actives have a fitted effect of over 50% in size
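Readout is BacTiter-Glo luminescence of cell growth, so inhibitors register as activators. TDP-43-expressing yeast at OD600=0.02 in galactose medium, after raffinose pregrowth to mid-log, were incubated with compound for 24 hr at 30 deg C.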
FUS yeast rescue = suppressors of FUS proteinopathy in yeast. Potency, µM (highest dose often 76.6 µM), for the others: top-dose growth rescue (activation), hits mostly activators. hit rate 0.24% among 390,000. AID 1347120. S. cerevisiae FUS-expressing, growth rescue, OD600, 24 h;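 further: potency means the concentration at half of the fitted maximal effect; plate controls were DMSO vehicle for no effect and reference control for full effect; nearly all actives have a fitted effect of over 55% in size; some results filed as inactive show a strong effect at the top dose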
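Toxicity suppression screen in FUS-yeast. Cells induced with 2% galactose, starting OD 0.005, treated 24hr at 30C with compounds at multiple final concentrations; growth by OD600.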
Numbers without * were called inactive; i = inactive; ? = inconclusive; / = no result given; & = joins results of further samples; [ ] = dose if it differs, or a comment. Unless noted, the call rests on the fitted dose curve; in most records, active means well fitted curve in the direction sought with a large enough effect; inconclusive means small, poorly fitted or top-dose-only effect, or another doubt; inactive means no such curve, though single readings can be large; an effect the other way counts as inactive or inconclusive.

Below each compound: Akt phos inh, GLP1R inv ag, GLP-1R agonist, aSyn yeast inh, DRD3 antagonist, PTHR1 ag, Abeta rescue, TDP-43 yeast inh, FUS yeast rescue
CC(=O)Nc1ccc(N2C(=O)CC(c3ccccc3)CC2=O)cc1
→ i, 4%, 10%, -1%, -2, i, -15%, 1%, 2%
COc1cccc(/C=C2\SC(=O)N(CCC(=O)NNC(=O)c3ccccc3Cl)C2=O)c1
→ i, 7%, 1%, 4%, 16, -12%, 6%, 8%, 15%
COc1cccc(C(=O)Nc2cccc(C(=O)N3CCOCC3)c2)c1
→ i, 10%, 2%, -1%, 5, i, -3%, 0%, 11%
COC(=O)/C=c1/sc2nc3ccccc3n2c1=O
→ /, 0%, -11%, -32%[inhibitor], 27, i, -89%[inhibitor], -5%, 14%
COc1ccc(Cn2c(-c3ccccc3)nc3c(c(=O)c4ccccc4n3C)c2=O)cc1
→ i, 1%, -8%, 9%, 2, -24%, 18%, 6%, -1%
Cc1ccc(CNC(=O)CCS(=O)(=O)c2ccc3c(c2)CC(C)N3C(=O)C2CC2)cc1 (stereo unspecified)
→ i, ?, 0%, -2%, 8, -6%&-12%, 5%&-3%, 11%&11%, -6%&9%
C=CCn1c(Oc2cc(C)ccc2C)nc2c1c(=O)n(C)c(=O)n2C
→ i, 24%, 11%, -1%, -19, -16%[57.5 µM], -5%, ?, 14%
COC(=O)c1c(NC(=O)CCCOc2ccc(C)cc2)sc2c1CCCC2
→ /, 7%, /, /, /, -14%, -10%, 16%, 4%
CC(C)(C)C1CCc2c(sc3c2C(=O)NC(c2ccco2)N3)C1 (stereo unspecified)
→ i, 0%, 0%, -10%, -13, -20%[57.5 µM], -12%, -19%, 41%
O=C(NCCC(=O)N(CCc1ccccc1)Cc1ccccc1)c1ccc(Br)cc1
→ i, ?, 8%, 3%, -5, -20%, -1%, -28%, 39%
Cc1nc2nc(SCC(=O)O)nn2c(C)c1Cc1c(F)cccc1Cl
→ i, -1%&8%, -2%, 2%, 13, -7%&-10%, 1%&9%, -4%&23%, 17%&-6%
Cn1nc(C(=O)NC2=NCCS2)ccc1=O
→ i, 4%, 0%, 2%, -20, 2%, 3%, 13%, -15%
Cc1ccc(NCc2n[nH]c(=S)n2-c2ccccc2)cc1Cl
→ i, -7%, 1%, -2%, 2, i, -14%, -15%, 5%
CCOC(=O)C(NC(C)=O)C(=O)Nc1c(C)cccc1C (stereo unspecified)
→ i, 3%, 0%, 10%, 15, i, -3%, -4%, 16%
O=C1CC(c2nc3ccccc3[nH]2)CN1c1cccc(Cl)c1 (stereo unspecified)
→ /, -25%, /, /, /, i, -19%, -7%, -4%
CSc1c2c(nc3ncnn13)CCC2
→ i, 31%[activator], -1%, -6%, 4, i, 0%, -1%, -1%
Cc1cccc(NC(=S)NN2CCN(C)CC2)c1
→ i, -3%, -11%, -4%, 0, 10%[57.5 µM], -7%, -8%, -11%
O=C(CCN1CCN(c2ccc([N+](=O)[O-])cc2)CC1)c1ccc(Cl)cc1
→ i, -10%, 12%, -13%, -17, -23%, 3%, -23%, 19%
O=C(CN(CCc1ccccc1)C(=O)CNS(=O)(=O)c1ccccc1)NCC1CCCO1 (stereo unspecified)
→ i, 15%, -7%, 5%, -5, i, 15%, 19%, -7%
Cn1c(CSCc2ccccc2Cl)n[nH]c1=S
→ i, -21%, -6%, 7%, 6, -5%, 12%, ?, -25%
CCC(C)NC(=O)CN(C1CCCCC1)S(=O)(=O)c1ccc(F)cc1 (stereo unspecified)
→ i, -15%, -3%, 0%, 0, -1%, 4%, 18%, /
CCCCN(C)CCCNC(=O)c1cccc(N2CCCC2=O)c1
→ i, 10%, 2%, -3%, ?, i, 10%, -29%, 51%
COc1ccc(N2CCN(C(=O)Cc3csc(NC(=O)Nc4ccccc4OC)n3)CC2)cc1
→ i, ?, 2%, 0%, 16, -84%[inhibitor], 4%, 24%, ?
Cc1c2c(nc3ccccc13)CCC(C(C)(C)C)C2 (stereo unspecified)
→ i, ?, 18%, -1%, 3, -6%, -2%, -10%, -3%
Cc1oc(-c2ccc(C(=O)NCc3ccc(Cl)cc3)cc2)nc1CS(=O)(=O)c1ccccc1
→ /, 4%, /, /, /, -17%, -9%, -11%, 23%
Cc1ccccc1OCCOc1ccc([N+](=O)[O-])cc1/C=N/n1cnnc1
→ i, 27%, 6%, -6%, -7, i, -6%, -9%, -12%
O=[N+]([O-])c1nn(-c2ccc3c(c2)OCCO3)n(O)c1=NCc1ccc(F)cc1
→ i, 0%, 8%, -22%, -7, -62%[inhibitor], -56%[inhibitor], -12%, /
COC(=O)[C@@]12CCCCN1[C@H](c1ccc(-c3ccc(OC)cc3)c(OC)c1)[C@@H]1C(=O)N(C)C(=O)[C@@H]12
→ i, ?, 0%, 15%, 0, -60%[inhibitor], 11%, ?, 10%
CCCC(=O)Nc1ccc(S(=O)(=O)N2CCOCC2)cc1
→ i, 0%, -1%, -4%, 19, -17%[57.5 µM], 1%, -18%, -11%
Cc1cccn2c(=O)c(/C=C(\C#N)S(=O)(=O)c3ccccc3)c(N3CCN(c4ccccc4)CC3)nc12
→ i, -1%, 5%, 20%, -1, -3%, /, 12%, -13%

Quoted at random: two compounds from above.
Below each compound: Akt phos inh, GLP1R inv ag, GLP-1R agonist, aSyn yeast inh, DRD3 antagonist, PTHR1 ag, Abeta rescue, TDP-43 yeast inh, FUS yeast rescue
O=C(CCN1CCN(c2ccc([N+](=O)[O-])cc2)CC1)c1ccc(Cl)cc1
→ i, -10%, 12%, -13%, -17, -23%, 3%, -23%, 19%
O=C(CN(CCc1ccccc1)C(=O)CNS(=O)(=O)c1ccccc1)NCC1CCCO1 (stereo unspecified)
→ i, 15%, -7%, 5%, -5, i, 15%, 19%, -7%

Back to the main list with the 3 entries that preceded the break.
Below each compound: Akt phos inh, GLP1R inv ag, GLP-1R agonist, aSyn yeast inh, DRD3 antagonist, PTHR1 ag, Abeta rescue, TDP-43 yeast inh, FUS yeast rescue
COC(=O)[C@@]12CCCCN1[C@H](c1ccc(-c3ccc(OC)cc3)c(OC)c1)[C@@H]1C(=O)N(C)C(=O)[C@@H]12
→ i, ?, 0%, 15%, 0, -60%[inhibitor], 11%, ?, 10%
CCCC(=O)Nc1ccc(S(=O)(=O)N2CCOCC2)cc1
→ i, 0%, -1%, -4%, 19, -17%[57.5 µM], 1%, -18%, -11%
Cc1cccn2c(=O)c(/C=C(\C#N)S(=O)(=O)c3ccccc3)c(N3CCN(c4ccccc4)CC3)nc12
→ i, -1%, 5%, 20%, -1, -3%, /, 12%, -13%
CSc1ncc(CN2CCCC(C(=O)c3ccc(C(C)(C)C)cc3)C2)cn1 (stereo unspecified)
→ i, ?, -8%, 2%, -2, -18%, -44%[inhibitor], -9%, -12%
CCC(=O)c1ccc(OCC(=O)OCC(=O)c2cc(C)n(C3CC3)c2C)cc1
→ i, 5%, -28%, -4%, 1, i, 34%, 26%, 28%
COc1ccc(NC(=O)Nc2ccc3nc([C@@H]4O[C@H](CO)[C@@H](O)[C@H](O)[C@H]4O)[nH]c3c2)cc1OC1CCCC1
→ i, 7%, -6%, -8%, 6, i, -16%, 15%, 7%
C(=N\n1cnnc1)/c1ccc2c(c1)OCO2
→ i, 18%, -1%, 2%, 14, i, -4%, 20%, 0%
CC(C)Cc1nc2n[nH]c(N)c2c2c1COC(C)(C)C2
→ i, -8%, 15%, 1%, -4, 5%, 5%, -10%, /
CNC(=O)c1sc2ncccc2c1-n1cccc1
→ /, 20%, /, /, /, 20%, -14%, 19%, -7%
O=C(Nc1ccccc1C(=O)N1CCCCC1)c1nsc2ccccc12
→ /, -3%, /, /, /, i, -21%, ?, 33%
CCOc1ncnc2c1sc1nc(C)cc(C)c12
→ i, 40%[activator], 12%, 5%, 1, i, 20%, ?, -12%
Cc1ccc2nc(-c3cccc(NC(=O)c4ccc(Br)o4)c3)oc2c1
→ /, 16%, 4%, -6%, /, -10%, -8%, 12%, 2%
O=C(Nc1cccc(Cl)c1)Nc1nnc([C@@H]2C[C@H](O)[C@@H](CO)O2)s1
→ i, ?, -3%, -6%, -1, -34%, -24%, 0%, -17%
O=C(O)COc1ccccc1/C=C1\SC(=S)N(c2cccnc2)C1=O
→ i, -10%, -9%, 1%, 7, -24%, 1%, 3%, 26%
O=C(O)c1ccc(/C=N\Nc2ccccn2)cc1
→ i, -8%, -1%, -33%[inhibitor], -10, i, -32%[inhibitor], -35%[inhibitor], 13%
CCc1nn(C(C)C(=O)N2CCc3ccccc3C2)c(=O)c2cc3occc3n12 (stereo unspecified)
→ i, 2%, 10%, -5%, ?, -14%[57.5 µM], -11%, -1%, 15%
O=S(=O)(Cc1ccccc1)N1CCN(Cc2ccc(F)cc2Cl)CC1
→ i, -16%, -3%, 4%, -22, -9%, 16%, 12%, 4%
Cc1ccc(NC(=O)C2CCCN(S(=O)(=O)c3c(C)nn(C)c3C)C2)c(C)c1 (stereo unspecified)
→ /, 7%, 0%, /, /, i, 6%, 25%, -6%
C=CCn1c(CSc2nc3ccccc3s2)nnc1SCC(=O)NCc1ccco1
→ i, -10%, -5%, 1%, 24, i, -5%, 19%, 26%
COc1cc([C@@H]2Nc3c(F)cccc3[C@@H]3C=CC[C@@H]32)cc(Br)c1OC
→ /, -23%, /, /, /, i, -10%, 0%[9.22 µM], 35%
COc1ccc(CC(=O)NCCc2cnc[nH]2)cc1
→ i, 2%, -3%, -8%, -4, -41%, -5%, -17%, -21%
O=C1CC(c2cccc([N+](=O)[O-])c2)c2c(ccc3ccccc23)N1 (stereo unspecified)
→ i, ?, 1%, 4%, -18, -15%[57.5 µM], -11%, -8%, 12%
Cc1ccc(NC(=O)C2CCCN(S(=O)(=O)c3ccc(-n4cnnn4)cc3)C2)cc1 (stereo unspecified)
→ i, 2%, 7%, 2%, 0, i, 9%, 19%, 11%

This is a subset. The share of hits here may be higher or lower than overall.
